# Bioassay records: PubChem, National Center for Advancing Translational Sciences (NCATS)
# HttQ103 aggreg: qHTS Multiplex Assay to Identify Dual Action Probes in a Cell Model of Huntington: Aggregate Formation (GFP); PC12 HttQ103-GFP aggregates, Acumen cytometry, 40 h; Potency, µM (series often up to 46.1 µM), for inactives: at the highest dose activity change, negative = inhibition, hits mostly inhibitors; 220,000 compounds, 1.1% hits; also: potency is read from the fitted curve at half-maximal effect; % is scaled to controls: 0 for no effect and ±100 for the full control effect; nearly all actives have a fitted effect of over 60% in size
#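 Inducible Q103 Huntingtin exon 1–GFP PC12 line, 1500 cells/well in phenol red free DMEM with 5% equine and 5% calf serum. Tebufenozide 100 nM induced expression; compounds titrated; aggregates quantified by cytometry.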
# CBFb-RUNX1 inh: qHTS Assay for Compounds Blocking the Interaction Between CBF-beta and RUNX1 for the Treatment of Acute Myeloid Leukemia; 230,000 tested, under 10 active; Potency, µM (series often up to 59.8 µM), without a hit: at the top dose activity, negative = inhibition, most hits filed as inhibitors; AlphaScreen CBFb-His/RUNX1-biotin binding, biochemical; also: % of control where 0% means no effect
# Target sequence (Q01196 whole entry, looked up): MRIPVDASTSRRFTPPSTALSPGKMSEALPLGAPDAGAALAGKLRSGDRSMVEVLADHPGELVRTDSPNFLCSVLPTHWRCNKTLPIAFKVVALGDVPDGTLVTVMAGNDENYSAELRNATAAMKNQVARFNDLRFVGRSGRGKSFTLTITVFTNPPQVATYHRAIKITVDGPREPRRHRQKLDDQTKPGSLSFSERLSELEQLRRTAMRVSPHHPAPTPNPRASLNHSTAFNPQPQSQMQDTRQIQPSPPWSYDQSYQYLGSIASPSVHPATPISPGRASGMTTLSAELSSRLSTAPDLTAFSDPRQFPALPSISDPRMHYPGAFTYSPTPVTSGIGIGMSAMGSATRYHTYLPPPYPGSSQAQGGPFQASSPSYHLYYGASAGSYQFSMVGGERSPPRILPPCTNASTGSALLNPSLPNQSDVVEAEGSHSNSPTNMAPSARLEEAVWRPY
# Target sequence (Q13951 whole entry, looked up): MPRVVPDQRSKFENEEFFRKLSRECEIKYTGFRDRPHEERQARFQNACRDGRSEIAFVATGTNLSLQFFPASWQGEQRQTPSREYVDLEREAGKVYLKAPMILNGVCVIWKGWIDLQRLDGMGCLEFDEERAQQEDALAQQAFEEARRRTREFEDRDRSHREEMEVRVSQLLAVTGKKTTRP
#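 Proteins preincubated together for 20 min at RT before compound addition; 15 min later, nickel and streptavidin beads were added and left 90 min prior to AlphaScreen measurement.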
# NPSR antagonist: qHTS Assay for Antagonists of the Neuropeptide S Receptor: cAMP Signal Transduction; Q6W5P4; CHO-NPSR cells, cAMP TR-FRET, antagonist mode; Potency, µM (titrated, usually from 38.3 µM), inactives show at the highest dose activity change, negative = inhibition, usual class: inhibitors; 220,000 compounds, 1% hits; AID 1461, 2008; also: potency is read from the fitted curve at half-maximal effect; % is scaled to controls: 0 for no effect and ±100 for the full control effect; nearly all actives have a fitted effect of over 50% in size; many of its hits are not listed in these tables
# Target sequence (Q6W5P4 whole entry, looked up): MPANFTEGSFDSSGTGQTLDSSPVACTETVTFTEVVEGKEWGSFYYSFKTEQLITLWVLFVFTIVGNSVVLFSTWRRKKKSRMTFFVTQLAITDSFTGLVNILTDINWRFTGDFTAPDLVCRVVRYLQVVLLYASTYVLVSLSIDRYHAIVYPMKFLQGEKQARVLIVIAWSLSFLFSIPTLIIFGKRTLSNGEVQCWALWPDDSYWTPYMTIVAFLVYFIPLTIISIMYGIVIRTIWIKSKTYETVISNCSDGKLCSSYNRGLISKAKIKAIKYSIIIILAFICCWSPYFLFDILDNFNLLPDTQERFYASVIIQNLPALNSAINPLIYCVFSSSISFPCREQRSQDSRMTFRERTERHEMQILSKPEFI
# KinaseGlo FLuc: Counterscreen for Luciferase (Kinase-Glo TM) Inhibition; AID 1379, 2008; 200,000 compounds, 0.28% hits; Potency, µM (highest dose often 38.3 µM), for the others: at the top dose activity change, negative = inhibition, actives largely listed as inhibitors; Luciferin 4-monooxygenase (Photuris pensylvanica), Q27757; Kinase-Glo luciferase, ATP luminescence, 8 min; also: potency is read from the fitted curve at half-maximal effect; % is scaled to controls: 0 for no effect and ±100 for the full control effect; nearly all actives have a fitted effect of over 60% in size
#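 Recombinant Kinase-Glo luciferase, 10 uM ATP (linear range), luciferin; imidazole pH 7.2 / KCl / MgCl2 / Tween / BSA buffer; 8 min RT; luminescence.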
# L3MBTL1 block: qHTS Assay for the Inhibitors of L3MBTL1; AlphaScreen L3MBTL1–H3K9me1 peptide binding; Lethal(3)malignant brain tumor-like protein 1 (Homo sapiens), Q9Y468; Potency, µM (highest dose often 57.1 µM), for the others: top-dose activity, negative = inhibition, actives largely listed as inhibitors; 230,000 compounds, 0.66% hits; also: potency is read from the fitted curve at half-maximal effect; % is scaled to controls: 0 for no effect and ±100 for the full control effect; nearly all actives have a fitted effect of over 60% in size
#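 Read-out is AlphaScreen signal from streptavidin donor and nickel chelate acceptor beads (10 ug/mL final each) bridging L3MBTL1 (50 nM) and biotinylated K9-monomethylated H3(1-15) peptide (75 nM), after 30 min compound exposure at room temperature.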
# IMPase Li inh: qHTS Assay for Identifying the Cell-Membrane Permeable IMPase Inhibitors: Potentiation with Lithium; CHO-M1 cells, IP1 TR-FRET (IP-One), carbachol + lithium; Potency, µM (highest dose often 59.4 µM), inactives show at the top dose activity, negative = IMPase inhibition, usual class: inhibitors; 210,000 compounds, 0.35% hits;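 also: IP1 builds up when IMPase is blocked and the TR-FRET signal falls; potency is read from the fitted curve at half-maximal effect; plate controls were basal vehicle for no effect and high inhibitor control for full effect; nearly all actives have a fitted effect of over 50% in size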
#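 Lithium-sensitised IP1 accumulation assay; M1-expressing CHO cells treated 30 min at 37C with compound. Competitive antibody detection by time-resolved FRET followed a 10 min room-temperature lysis step.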
# Epigenetic derep: Quantitative High-Throughput Screen for Regulators of Epigenetic Control. AID 1865, 2009. Potency, µM (top dose mostly 53.9 µM), for the others: at the highest dose GFP activation, actives largely listed as activators. murine LDR cells, GFP reporter derepression, 30 h. 280,000 compounds, 0.2% hits; also: potency is read from the fitted curve at half-maximal effect; % of control where 0% means no effect; nearly all actives have a fitted effect of over 60% in size
#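 GFP-positive cell count by laser-scanning cytometry (objects 20–120 um) after 30 h, 37 C compound exposure of murine LDR cells; reporter is CMV-GFP integrated at a silenced locus, inducible by HDAC or DNMT inhibitors.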
# * = called active by the depositor; u = inconclusive; x = not tested or not shown; [ ] = another dose, or the depositor's remark. Calls follow the shape of the dose curve; as a rule, active = well fitted curve in the direction sought with a large enough effect; inconclusive = small, poorly fitted or top-dose-only effect, or another doubt; inactive = no such curve, though single readings can be large; an effect the other way counts as inactive or inconclusive. The list is partial (hit frequency here may not be typical).
SMILES,HttQ103 aggreg,CBFb-RUNX1 inh,NPSR antagonist,KinaseGlo FLuc,L3MBTL1 block,IMPase Li inh,Epigenetic derep
CCc1nc2ccccc2n(CCOCCOCCn2c(=O)c(CC)nc3ccccc32)c1=O,-26%,4%,-9%[46.1 µM],0%,10%,6%[38.3 µM],0.8%
CC(=O)c1ccc(NC(=O)C2CCCN2S(=O)(=O)c2ccc(C)cc2)cc1 (configuration not stated),15%,-2%,0%,-3%,u,-2%,-1.0%
COC(=O)c1ccc(N2C(=O)c3cc(N4CCOCC4)c([N+](=O)[O-])cc3C2=O)cc1,-2%,-6%,-1%[46.1 µM],0%,9%,-2%,0.0%
CCOC(=O)c1c(NC(=O)C2CC(Cl)=CCC2C(=O)O)sc2c1CC(C)(C)OC2 (configuration not stated),19%,-3%,-38%,5%,-7%,-6%,-4.9%
CCCCOC(=O)Nc1cc(Cl)ccc1C,18%,9%,-5%[46.1 µM],-3%,x,24%[38.3 µM],-0.7%
COc1ccc(-c2ccc3c(N)c(C(=O)c4ccc(OC)c(OC)c4)sc3n2)cc1,10%,1%,4%[46.1 µM],1%,x,28%[38.3 µM],u
CCN(Cc1ccccc1)C(=O)CSc1nncn1C,-10%,6%,10%,-1%,3%,-2%,-2.5%
NNS(=O)(=O)c1ccc(N2CCCC2=O)c([N+](=O)[O-])c1,u,1%,10%,3%,2%,-3%,0.9%
Cc1cc(C)c2c(N)c(C(=O)c3ccc(Cl)cc3)sc2n1,2%,1%,-19%,4%,5%,0%,0.0%
N#Cc1c(N)nc2c(c1N)CC(CO)O2 (configuration not stated),18%,1%,-14%[46.1 µM],-2%,-1%,12%[38.3 µM],0.0%
O=C(NCC(=O)N(c1ccccc1F)C(C(=O)NC1CCCC1)c1ccco1)c1ccco1 (configuration not stated),-29%[9.22 µM],3%,-4%,6%,-3%,6%,-0.7%
COc1ccc(Oc2ccc(N/C=C/C(=O)C(C)(C)C)cc2)cc1,-13%,1%,-30%,2%,-20%,9%,0.0%
CCCCCC(=O)Nc1nc(C)c(-c2csc(Nc3cc(Cl)ccc3C)n2)s1,-2%,u,-6%[46.1 µM],3%,0%,11%[38.3 µM],0.0%
CCOC(=O)c1csc(NC(=O)c2ccc(S(=O)(=O)N(CC)CC)cc2)n1,2%,-3%,6%,4%,20%,14%,-0.1%
COC(=O)CCn1nnc(-c2ccc(C(C)C)cc2)n1,4%,u,-29%[46.1 µM],1%,23%,-11%,-0.9%
CCS(=O)(=O)c1nc2ccccc2n1Cc1ccccn1,-23%,0%,21%,0%,x,0%,-2.6%
COc1ccc(C2NC(=O)NC(C)=C2[N+](=O)[O-])cc1OC (configuration not stated),-7%[9.22 µM],3%,-8%,x,4%,x,6.6%
O=C(CSc1ccc(Cl)cc1)Nc1ccc(C2SCCS2)cc1,8%[9.22 µM],9%,0%[7.67 µM],x,1%,x,-1.4%
Cc1ccc(NC(=O)c2oc3c(c2C)C(=O)CC(C)(C)C3)cc1,-13%,3%,-21%[46.1 µM],2%,x,31%[activator][38.3 µM],0.0%
CC1CN(C(=O)CN2C(=O)NC3(CCCCCC3)C2=O)CC(C)O1 (configuration not stated),2%,1%,-5%[46.1 µM],0%,5%,1%[38.3 µM],0.0%
Fc1ccc(NC(=S)NCc2ccccn2)cc1,-5%,-2%,3%[46.1 µM],-3%,6%,4%[38.3 µM],-0.9%
Cc1ccc(C(=O)Cn2cnc3ccccc3c2=O)cc1C,10%,0%,-18%[46.1 µM],-3%,x,-3%[38.3 µM],-2.6%
O=C(CSc1ccccn1)Nc1ccc(F)c([N+](=O)[O-])c1,7%,10%,-16%,-1%,-4%,7%,-1.6%
Nc1nonc1C(=O)N/N=C/c1cccc([N+](=O)[O-])c1,9%,-5%,8%,-6%,7%,-3%,0.0%
O=C(c1ccc(S(=O)(=O)Cc2ccccc2F)c([N+](=O)[O-])c1)N1CCCCCC1,-22%,5%,-4%,-1%,x,-2%,-0.1%

# Profiles, looked up by structure:
# Nc1nonc1C(=O)N/N=C/c1cccc([N+](=O)[O-])c1 as listed: HttQ103 aggreg = 9%; CBFb-RUNX1 inh = -5%; NPSR antagonist = 8%; KinaseGlo FLuc = -6%; L3MBTL1 block = 7%; IMPase Li inh = -3%; Epigenetic derep = 0.0%
# N#Cc1c(N)nc2c(c1N)CC(CO)O2 (configuration not stated) as listed: HttQ103 aggreg = 18%; CBFb-RUNX1 inh = 1%; NPSR antagonist = -14%[46.1 µM]; KinaseGlo FLuc = -2%; L3MBTL1 block = -1%; IMPase Li inh = 12%[38.3 µM]; Epigenetic derep = 0.0%

# (next part)
SMILES,HttQ103 aggreg,CBFb-RUNX1 inh,NPSR antagonist,KinaseGlo FLuc,L3MBTL1 block,IMPase Li inh,Epigenetic derep
CN(C(=O)COC(=O)c1ccc2c(c1)NC(=O)CS2)C1CCS(=O)(=O)C1 (configuration not stated),0%,0%,1%[46.1 µM],2%,1%,-1%[38.3 µM],2.5%
Cc1cc(C)cc(NC(=O)CSc2cc(C(=O)c3nccn3C)c3ccccc3n2)c1,-21%,-6%,-31%,2%,-2%,-21%,1.1%
CCCCCn1c(SCC(=O)OCC)nc2cc(C(=O)N3CCC(C(N)=O)CC3)ccc2c1=O,1%,0%,-21%[46.1 µM],-6%,2%,-7%[38.3 µM],-0.9%
Cc1ccccc1OCC(O)Cn1c2ccccc2c2ccccc21 (configuration not stated),-22%,12%,-14%[46.1 µM],-4%,8%,17%[38.3 µM],-1.2%
O=C(c1ccccc1)c1ccc(Sc2ccc([N+](=O)[O-])cc2)cc1,-6%[9.22 µM],6%,55%,x,28%,x,0.1%
CCc1ccc2oc(=O)cc(CN3CCC(C)CC3)c2c1,-10%,10%,-29%[46.1 µM],-7%,3%,2%[38.3 µM],-4.1%
O=C(O)c1ccc2c(c1Sc1ccccc1)C(=O)c1ccccc1C2=O,-21%[9.22 µM],1%,4%,x,-14%,x,1.5%
CC(=O)OC(C(=O)N1CCN(c2ccc(F)cc2)CC1)c1ccccc1 (configuration not stated),1%,5%,-21%[46.1 µM],4%,-8%,16%,0.0%
COc1ccc(OC)c(C2C(C(N)=O)=C(C)Nc3nc(CCCO)nn32)c1 (configuration not stated),-15%,0%,-5%[46.1 µM],4%,8%,29%[38.3 µM],0.0%
Cc1cccc(-n2cnc(C(=O)N/N=C\c3ccc(Br)cc3)c2)n1,13%,-2%,-3%[46.1 µM],-1%,x,17%[38.3 µM],-0.6%
FC(F)(F)c1ccccc1NC(=S)Nc1cccc2cnccc12,-12%,2%,7%,2%,1%,1%,-1.5%
CCNC(=S)NCCN1CCOCC1,8%,-6%,8%,-2%,9%,-3%,-1.3%
CC(C)[C@H]1COC(c2cc(Cl)cc(Cl)c2)=N1,x,2%[89.1 µM],x,0%[39.9 µM],x,2%,1.2%[96.6 µM]
Cc1cc(C)c(NC(=O)COC(=O)CCc2ccc(S(=O)(=O)N3CCCCC3)cc2)c(C)c1,10%,2%,-29%[46.1 µM],x,3%,x,-1.8%
Cc1noc(/C=C/N(C)C)c1S(=O)(=O)NC1CCCCC1,-8%,-4%,-10%[46.1 µM],-1%,-3%,-17%[38.3 µM],11%
O=C(Cc1ccc(Br)cc1)Nc1ccc(S(=O)(=O)NCC2CCCO2)cc1 (configuration not stated),-32%,3%,-13%,-1%,0%,-1%,1.1%
O=C(Oc1ccccc1Cl)c1ccc(-n2cncn2)nc1,17%,5%,0%[46.1 µM],-3%,6%,-2%[38.3 µM],-1.1%
COc1ccc(-c2noc(CCC(=O)Nc3ccc(C)c(C)c3)n2)cc1,-23%,18%,-9%[46.1 µM],5%,10%,11%,2.7%
Cc1ccc(-c2noc(C3CCCN(S(=O)(=O)c4ccc5ccccc5c4)C3)n2)o1 (configuration not stated),5%[9.22 µM],-5%,-17%[46.1 µM],2%,x,6%[38.3 µM],-6.1%
Cn1cc(CCNC(=O)CC2C(=O)NCCN2Cc2cccc(Oc3ccccc3)c2)cn1 (configuration not stated),-10%[9.22 µM],-1%,-18%,-1%,-6%,2%,18%
COCCn1c(N)c(N(Cc2ccccc2)C(=O)Cc2ccccc2F)c(=O)[nH]c1=O,-7%,0%,-4%,-4%,x,-1%,-1.1%
CCOC(=O)C1CCCN(Cc2nc(Cc3cccc(F)c3)no2)C1 (configuration not stated),-9%,16%,-11%,2%,8%,8%,-1.6%
CCOC(=O)Cc1csc(NC(=O)Cn2c(=O)oc3ccccc32)n1,3%[9.22 µM],4%,-1%,x,x,x,-1.0%
O=C(CCc1ccccc1)NC(=S)Nc1cccc(Br)c1,10%,9%,-19%,1%,16%,-10%,2.6%
COc1ccc(Br)cc1CNC(C)c1ccccc1 (configuration not stated),1%,12%,5%,1%,13%,4%,-1.0%

# Remaining list, next part
SMILES,HttQ103 aggreg,CBFb-RUNX1 inh,NPSR antagonist,KinaseGlo FLuc,L3MBTL1 block,IMPase Li inh,Epigenetic derep
OCCOCCOc1ccccc1OCCOCCO,-6%,0%,13%,1%,x,1%,1.1%
CCCc1cc(=O)oc2c3c(c4c(c12)OC(C)(C)C=C4)OC(C)C(C)C3O (configuration not stated),15%[9.22 µM],17%,u,x,2%,x,1.2%
COc1ccc(/C=N/N2CCN(C3c4ccccc4-c4ccccc43)CC2)cc1O,u,-20%,-25%,-1%,u,8%,-0.9%
Clc1ccc(CSc2ncnc3nc[nH]c23)cc1,7%,7%,-7%,-3%,4%,8%,-3.0%
Cc1sc2nc(C3CCCCC3)nc(SCC(=O)N3CC(=O)Nc4ccccc43)c2c1C,12%,1%,1%[46.1 µM],-1%,3%,7%[38.3 µM],0.8%
O=C(CC(=O)c1cccc([N+](=O)[O-])c1)Nc1ccccc1Cl,26%,-5%,-17%,0%,x,-7%,6.7%
COc1ccc(NC(=O)C2C(c3ccccc3)C2(Cl)Cl)cc1 (configuration not stated),3%[9.22 µM],4%,21%,x,5%,x,-2.9%
Cc1cc(NCCN2CCOCC2)c2ccc3ccccc3c2n1,14%[9.22 µM],3%,1%,1%,8%,27%,4.5%

# Fetched by compound from above:
SMILES,HttQ103 aggreg,CBFb-RUNX1 inh,NPSR antagonist,KinaseGlo FLuc,L3MBTL1 block,IMPase Li inh,Epigenetic derep
CCCc1cc(=O)oc2c3c(c4c(c12)OC(C)(C)C=C4)OC(C)C(C)C3O (configuration not stated),15%[9.22 µM],17%,u,x,2%,x,1.2%
Cc1cc(NCCN2CCOCC2)c2ccc3ccccc3c2n1,14%[9.22 µM],3%,1%,1%,8%,27%,4.5%
